DT40 TDP1 no CPT = qHTS for Inhibitors of human tyrosyl-DNA phosphodiesterase 1 (TDP1): qHTS in cells in absence of CPT; DT40 Tdp1-/- hTDP1 cells, no CPT, ATP luminescence, 48 h; Potency, µM (doses to about 46.2 µM), for the others: at the highest dose activity change, negative = growth inhibition, most hits filed as inhibitors; 420,000 compounds, 15% hits; active means well fitted inhibition curve with a large enough effect; inconclusive means small, poorly fitted or top-dose-only effect; further: nearly all actives have a fitted effect of over 55% in size
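Growth of hTDP1-complemented DT40 Tdp1-knockout cells is measured by ATP luminescence after at least 48 hr compound exposure at 37 °C, with DMSO substituting for the 20 nM CPT used in the parallel screen.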
Numbers without * were called inactive; ? = inconclusive. On the % scale 0 is the no-effect control and ±100 the full control effect; potency means the concentration at half of the fitted maximal effect.

#	Structure	DT40 TDP1 no CPT
1	O=C(NCc1cccc(Cl)c1)c1ccc(-c2ccc(F)c(F)c2)c2ccoc12	?
2	Nc1nc2ccc(Cl)cc2cc1C(=O)NCCc1ccc(Cl)cc1Cl	?
3	Cc1ccc(S(=O)(=O)N2CCCCC2)cc1NC(=O)COC(=O)CN1C(=O)NC2(CC(C)CC(C)(C)C2)C1=O (centres undefined)	?
4	CCCc1nc2c3ccccc3ccn2c1Cc1ccc(OC)cc1C	?
5	CC(=O)NC(c1ccccc1)c1nc(-c2ccc(F)c(Cl)c2)cs1 (centres undefined)	?
6	OC(c1ccc(-c2ccccc2)cc1)c1ncc(-c2ccc(F)cc2)[nH]1 (centres undefined)	?
7	C(=C\c1nc2ccccc2o1)/c1ccc2c(c1)OCO2	?
8	O=C(NCc1cccc(C(F)(F)F)c1)c1[nH]c(C(F)(F)F)nc1-c1ccccc1	?
9	CN1CCC(N2CCN(C3CN(Cc4cn(Cc5ccc(F)cc5)nn4)S(=O)(=O)C3)CC2)CC1 (centres undefined)	-15.8%
10	COc1cc(C(=O)N2CCC(N3CCCCCC3)CC2)cc(OC)c1OC	-7.5%
11	Cc1ccc(C2=CC(c3ccc(C)cc3)n3ncnc3N2)cc1 (centres undefined)	?
12	CC(=O)c1ccc(OCc2cn(CC(=O)c3ccc(O)cc3)nn2)cc1	4.8%
13	COCC(=O)Nc1cc(C(=O)NC2CCc3ccccc32)c2c(c1)nc(-c1ccncc1)n2C (centres undefined)	?
14	CCOC(=O)[C@]12CCCC=C1N(Cc1cccc3ccccc13)C(=O)[C@H](CC(=O)N1CCC(c3ccccc3)CC1)C2	?
15	COC(=O)C1CCCCN1Cc1nc(N(C)C)c2ccccc2n1 (centres undefined)	-13.7%
16	COc1ccc2c(COC(=O)c3ccc(C)c(S(=O)(=O)N4CCOCC4)c3)cc(=O)oc2c1	16.4µM*
17	O=c1[nH]c(=O)n(C2OC(CO)C(O)C2O)cc1N1CCOCC1 (centres undefined)	-3.2%
18	CC(=O)Oc1ccc(Cn2c(C)c(C(=O)NCCC#N)sc2=O)cc1	?
19	Cc1cccc(C)c1-n1nnnc1C1(C)CCC(=O)N1Cc1cccnc1 (centres undefined)	-24.0%
20	COCCNC(=O)C1(C)CCN(C(=O)c2cc(C)nn2C(C)(C)C)C1 (centres undefined)	1.5%
21	Cc1nc(C(=O)O)cc([N+](=O)[O-])c1C	?
22	CCn1c2ccccc2c2cc(/C=C3/C=Cc4ccccc43)ccc21	?
23	Cc1cccc(N2CCN(C(=O)COc3noc4nc(C)cc(C)c34)CC2C)c1 (centres undefined)	?
24	O=C(Nc1ccc(F)cc1)C(c1cccc(F)c1)N1CCN(c2ccncc2)CC1 (centres undefined)	?
25	Cc1ccc(-c2ccc(CN3C(CC(C)C)C(=O)N(Cc4cn(CCC5OCCO5)nn4)CCS3(=O)=O)cc2)cc1 (centres undefined)	13µM*
26	O=C(NCC(O)c1nc2ccccc2[nH]1)c1cc2ccccc2[nH]1 (centres undefined)	-18.2%
27	Nc1nc2cc(Cl)ccc2cc1C(=O)NCCCc1ccccc1	14.6µM*
28	Cc1cccnc1C1=NOC(Cc2ccccc2)C(=O)N1Cc1ccc2c(c1)OCO2 (centres undefined)	?
29	COc1ccc(-c2csc(C(O)c3ccc(F)cc3)n2)cc1 (centres undefined)	?
30	CCC1NC(=O)c2cc3ccccc3cc2-n2c1nc1cc(F)ccc1c2=O (centres undefined)	?
31	CC1CN(C=O)CC(C)N1CCN1C(C)CN(C=O)CC1C (centres undefined)	-2.4%
32	COc1ccc(C(O)c2nc(-c3cnc4ccccc4c3)cs2)cc1 (centres undefined)	14.6µM*
33	Fc1ccc(-c2nc3c(Cl)cc(C(F)(F)F)cn3c2Cc2cccc(Cl)c2)cc1	-14.7%
34	CN1C(CSCC(F)(F)F)Nc2cc(Cl)c(S(N)(=O)=O)cc2S1(=O)=O (centres undefined)	?
35	C[C@H](O)[C@@H]1C(=O)N2CCc3c([nH]c4ccccc34)[C@@H]2C[C@@H]1N(C)C(=O)Nc1cccc2ccccc12	?
36	CCOc1ccc(NC(=O)CN(C)C(=O)c2cccc(S(=O)(=O)N3CCN(C)CC3)c2)cc1OCC	12.0%
37	CC(C)(C)OC(=O)N1CCc2onc(-c3ccccc3F)c2C1=O	-5.6%
38	C[C@H](NC(=O)CC[C@H]1O[C@@H](n2ccc(=O)[nH]c2=O)[C@H](O)[C@@H]1O)c1cccc2ccccc12	0.8%
39	N#CCCN(Cc1ccccc1)C(C(=O)NC1CCCCC1)c1cc2ccccc2o1 (centres undefined)	18.4µM*
40	CN(C)S(=O)(=O)c1ccc2c(c1)nc(CCC(=O)NCC(=O)Nc1ccc(F)c(F)c1F)n2C	?
41	NC1=NN(c2ccccc2)C(=O)C1	-18.4%
42	CC(=O)Nc1ccc(NC(=O)C2(C)Cc3c(-c4cccc(NC(C)=O)c4)ccnc3O2)cc1 (centres undefined)	12.3%
43	CC(=O)N(Cc1ccccc1)C1CC(=O)N(Cc2ccccc2)C1=O (centres undefined)	-22.6%
44	C=C1CCN([C@@H](Cc2ccccc2)C(=O)NCCC(C)C)S(=O)(=O)c2ccccc21	?
45	COc1ccc(C=C2SC(=S)N(CCCN3CCOCC3)C2=O)c(OC)c1	16.4µM*
46	N#Cc1ccc(N)cc1OCCCN1CCCCC1	-17.0%
47	CCC(=O)N1CCC1(C)C(=O)Nc1ccc2c(c1)CCN2C(C)=O (centres undefined)	13.0%
48	NC(c1csc(NC(=O)Nc2cccc(Cl)c2)n1)C1CCCCC1 (centres undefined)	?
49	CCNC(=O)c1cc(NC(=O)COC)cc2nc(-c3ccncc3)n(C)c12	-14.8%
50	CC(=O)C1CCC2C3CC(C)C4(O)CC(=O)CCC4(C)C3C(O)CC12C (centres undefined)	-24.6%

(more compounds)
#	Structure	DT40 TDP1 no CPT
51	FC(F)(F)c1ccccc1Cc1c(-c2ccco2)nc2ccc(Br)cn12	?
52	Cc1sc(NCc2ccccc2)nc1-c1ccccc1	?
53	CC(=O)C1=CCC(c2ccc(C(C)C)cc2)N(S(=O)(=O)c2ccc(C)cc2)C1 (centres undefined)	?
54	CCN(CC)C(=O)c1cccc(-c2csc(C(C)(O)c3ccc(OC)cc3)n2)c1 (centres undefined)	4.61µM*
55	Cc1ccc(C=NNC(=O)C(=O)Nc2ccc(Cl)c([N+](=O)[O-])c2)cc1	-1.3%
56	CCCCc1c(-c2ccc(F)cc2)ncn1CCc1ccccc1OC	20.6µM*
57	CN(C)c1ccc(/C=C/c2ccnc3ccc(F)cc23)cc1	14.1µM*
58	O=C([C@@H]1C[C@@H](Sc2nc3ccccc3[nH]2)CN1Cc1c(F)cccc1F)N1CCOCC1	-17.4%
59	CCCS(=O)(=O)NC(=O)C1(C)CCCN(C(=O)c2ccc3c(c2)OCO3)C1 (centres undefined)	-1.0%
60	CCCCN1C[C@H](CO)Oc2cccc(F)c2S1(=O)=O	2.8%
61	CC(C)n1nnnc1C1c2ccccc2C(=O)N1Cc1cccs1 (centres undefined)	-23.7%
62	O=C(COC(=O)c1cc(S(=O)(=O)N2CCOCC2)ccc1F)Nc1ccccc1C(F)(F)F	-11.2%
63	CCCCCCN1C[C@H](n2cc(-c3ccc(F)cc3)nn2)[C@@H](O)C[C@@H]1c1ccccc1	?
64	COc1ccc(CN2C(=O)c3ccccc3C2c2nnnn2-c2c(C)cccc2C)cc1OC (centres undefined)	?
65	CC(=O)c1c(C)[nH]c(C(=O)OCC(=O)NCc2ccccc2)c1C	?
66	CCc1ccc(NC(=O)CSC2=C(C#N)C(c3ccc4c(c3)OCO4)CC(=O)N2)cc1 (centres undefined)	-26.5%
67	COc1ccc(-c2c(C(=O)c3ccccc3)[nH]c(N)c2C(N)=O)cc1OC	-3.8%
68	N#Cc1nnn2c1nc(N)c1c(F)cccc12	-12.5%
69	Cc1ccc(Cc2c(-c3ccc(C)cc3)nc3c4ccccc4ccn23)cc1	?
70	Cc1cccc(NC(=S)NC(=O)C(c2ccccc2)c2ccccc2)n1	-17.1%
71	CN(C(=O)c1cccc(NC(=O)Cc2ccc(NC(=O)C3CCN(S(=O)(=O)c4cccc([N+](=O)[O-])c4)CC3)cc2)c1)C1CCC1	?
72	CCC1CN(CCNC(=O)c2cccnc2OC)Cc2cc(OC)ccc2O1 (centres undefined)	?
73	CCc1nc2ccc(C(=O)NCCNC(C)=O)cn2c1N(CCC(C)C)CCN(C)C	-0.9%
74	COc1cc(Nc2nc3c(N)cc(C(F)(F)F)cc3nc2-c2ccccc2)cc(OC)c1OC	13µM*
75	COc1ccc(NC(=O)C2Cc3c(-c4cccc(NC(C)=O)c4)ccnc3O2)cn1 (centres undefined)	1.84µM*

Look-ups from above:
Under DT40 TDP1 no CPT, CN1CCC(N2CCN(C3CN(Cc4cn(Cc5ccc(F)cc5)nn4)S(=O)(=O)C3)CC2)CC1 (centres undefined) has the entry -15.8%
Under DT40 TDP1 no CPT, COc1ccc(NC(=O)C2Cc3c(-c4cccc(NC(C)=O)c4)ccnc3O2)cn1 (centres undefined) has the entry 1.84µM*

Carrying on.
#	Structure	DT40 TDP1 no CPT
76	O=C(c1cccs1)c1c[nH]cc1-c1ccccc1	-19.9%
77	CCN1CCN(c2ccc(S(=O)(=O)N3CCCCC3)cc2NC(=O)c2ccc(C)c(C)c2)CC1	23.1µM*
78	CC(C)(C)c1ccc(C(=O)N2CCC2(C)C(=O)NCc2ccc3c(c2)OCO3)cc1 (centres undefined)	9.2µM*
79	CCCn1c(=NC(=O)c2ccncc2)c(C#N)cc2c(=O)n3cccc(C)c3nc21	14.8%
80	Cc1csc(NC(C)c2nc3cc(C(F)(F)F)ccc3n2CCOCCO)n1 (centres undefined)	-22.6%
81	O=C1Nc2c(Cl)cc(Cl)cc2C1=O	10.3µM*
82	CC(C)C[C@@H](CN)NC(=O)c1nc[nH]c1C(=O)N[C@@H](Cc1c[nH]c2ccccc12)C(=O)CNC[C@H](C)NC(=O)c1nc[nH]c1C(=O)N[C@@H](CC(=O)O)C(=O)O	-9.8%
83	Cc1ccc(-n2cnc3c(=O)[nH]cnc32)cc1[N+](=O)[O-]	-6.8%
84	COc1ccc(S(=O)(=O)NC(=O)C2(C)CCN2C(=O)COc2ccc(Cl)cc2)cc1 (centres undefined)	-15.8%
85	CS(=O)(=O)c1ccc(Cl)c(NC(=O)CSc2nnc3n2CCCCC3)c1	10.4%
86	CC(=O)c1ccc2c3c(ccc([N+](=O)[O-])c13)CC2	-24.7%
87	CCN1CCCC1CNC(=O)c1cnn(-c2nccc(-c3ccccc3OC)n2)c1-c1ccco1 (centres undefined)	7.31µM*
88	CCC(C)C(CO)NCCCn1cnc2c(OC)ncnc21 (centres undefined)	-5.2%
89	CCCS(=O)(=O)NC(=O)C1(C)CCCN(C(=O)c2ccc(C(=O)OC)cc2)C1 (centres undefined)	-2.3%
90	CSc1ccccc1NC(=O)C1(C)CCN1C(=O)CCC1CCCC1 (centres undefined)	?
91	CCCCCc1c(-c2ccccc2OC)ncn1CCc1ccccc1OC	5.17µM*
92	CC(=O)[C@@]1(O)CC[C@H]2[C@@H]3C=C(Cl)C4=CC(=O)CC[C@]4(C)[C@H]3CC[C@@]21C	-26.8%
93	C=CCNc1ncnc2c1ncn2[C@H]1CN(Cc2ccc(F)cc2)C[C@@H](CO)O1	?
94	Cc1cc(CNC(=O)c2cnn(-c3nccc(-c4ccc5c(c4)OCO5)n3)c2C2CC2)on1	?
95	CCCCNC(=O)CN1C(=O)CSc2ccc(S(=O)(=O)N3CCOCC3)cc21	-4.0%
96	Cn1c(=O)c2cc(NC(=O)NCCc3cccs3)ccc2n1Cc1cccc(C(F)(F)F)c1	23.1µM*
97	COCCNC(=O)C1(C)CCN(Cc2noc(-c3c(C)noc3C)n2)C1 (centres undefined)	-0.4%
98	N#CC1(NC(=O)CSc2nnc(C3CC3)n2N)CCCCC1	-2.4%
99	COc1ccccc1Cc1c(-c2ccc(C#N)cc2)nc2ccc(Br)cn12	16.4µM*
100	CN(C#N)c1nc(N2CCOCC2)nc(N2CCOCC2)n1	?
101	CN(C(=O)c1cccc(NC(=O)Cc2ccc(NC(=O)C3CCN(C(=O)C4CCCC4)CC3)cc2)c1)C1CC1	?
102	CCOC(=O)C(=O)N(C)c1c(CC)nc2c(OCc3cccc(Cl)c3)cccn12	?
103	CCOC(=O)C1(C)CCCN(C(=O)c2cccc(OC(F)(F)F)c2)C1 (centres undefined)	?
104	CCOC(=O)[C@]12CCC=C1N(Cc1cccc3ccccc13)C(=O)[C@H](CC(=O)NCc1cccc(C(F)(F)F)c1)C2	23.1µM*
105	Cc1ccc(S(=O)(=O)N2CC3C(=O)C[C@@H](c4ccccc4Cl)N(S(=O)(=O)c4ccc(C)cc4)C3CC2c2ccccc2)cc1 (some centres undefined)	?
106	CC(=O)Nc1ccc2c(c1)C(=O)c1cccc(C(=O)O)c1-2	-13.3%
107	Cc1ccccc1Nc1n[nH]c(=S)s1	-3.8%
108	CCC1NC(=O)c2cccnc2-n2c1nc1ccc(F)cc1c2=O (centres undefined)	-9.6%
109	O=C(Nc1ccc2c(c1)OCCO2)C1C(c2ccccc2)=Nc2ccccc2N1C(=O)c1cccnc1 (centres undefined)	?
110	O=S(=O)(NCCc1c[nH]c2ccccc12)c1ccc(F)cc1	-28.7%

Random excerpt: 4 entries already listed.
#	Structure	DT40 TDP1 no CPT
101	CN(C(=O)c1cccc(NC(=O)Cc2ccc(NC(=O)C3CCN(C(=O)C4CCCC4)CC3)cc2)c1)C1CC1	?
104	CCOC(=O)[C@]12CCC=C1N(Cc1cccc3ccccc13)C(=O)[C@H](CC(=O)NCc1cccc(C(F)(F)F)c1)C2	23.1µM*
109	O=C(Nc1ccc2c(c1)OCCO2)C1C(c2ccccc2)=Nc2ccccc2N1C(=O)c1cccnc1 (centres undefined)	?
105	Cc1ccc(S(=O)(=O)N2CC3C(=O)C[C@@H](c4ccccc4Cl)N(S(=O)(=O)c4ccc(C)cc4)C3CC2c2ccccc2)cc1 (some centres undefined)	?

High-throughput results as filed in PubChem.

This is a subset; rates above refer to the full screens.
